Screening results (PubChem BioAssay)
MPTP inh – permeability transition pore inhibition; isolated mouse mitochondria, Ca2+ swelling absorbance, 30 min; inhibition, % at 10 µM; 360,000 tested, 1.4% active; AID 602449;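 active means inhibition of 50% or more, scaled per plate between neutral and stimulator controls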;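 further: 0% = DMSO wells given calcium and 100% = 1 mM EGTA wells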
Starred values were filed as active, the others as inactive. This is a subset. The share of hits here may be higher or lower than overall.

MPTP inh	SMILES
-0.3	COc1ccc(C(C)(O)c2nc(-c3ccccc3C)cs2)cc1 (stereo unspecified)
-1.4	CCc1nc2ccc(C(=O)N(C)CCN(C)C)cn2c1N(CC)CCOC
-3.3	O=C(COc1ccc(CNC[C@H]2O[C@@H](n3ccc(=O)[nH]c3=O)[C@H](O)[C@@H]2O)cc1)Nc1ccccn1
0.4	Cc1cc(NC(=O)C(C)SCC(=O)Nc2ccc(C(=O)OC(C)C)cc2)no1 (stereo unspecified)
0.2	Cn1c(NCc2cccnc2)nc2cc(-c3cccc(C(F)(F)F)c3)sc2c1=O
-0.7	COc1ccc(-c2cc(NC=O)c3ncc(-c4cnn(C)c4)n3c2)cc1
71*	CC(Cl)=CCn1c(NCCc2ccccc2)nc2c1c(=O)n(C)c(=O)n2C
-0.2	C[C@H]1CN(c2ccccc2)C(=O)[C@@H]1CC(=O)Nc1ccccc1
0.4	COc1ccccc1-c1csc(C(O)c2ccccc2)n1 (stereo unspecified)
1.5	COC(=O)c1ccc2nc(-c3ccc(C)cc3)c(Cc3cccc(F)c3)n2c1
-0.3	CC(C)(C)c1ccc(S(=O)(=O)NC(=O)C2(C)CCN2C(=O)C2CC2)cc1 (stereo unspecified)
0.0	Cc1ccc(C)c(N2CCN(C3C(=O)Nc4ccccc4-n4nnnc43)CC2)c1 (stereo unspecified)
4.3	Oc1cccc(CN2CCN(c3ncc(Cc4ccccc4)cn3)CC2)c1
-0.8	CC1CCC2(CC1)NC(=O)N(CC(=O)NCc1ccco1)C2=O (stereo unspecified)
-1.7	C[C@@H]1CN([C@@H](C)CO)C(=O)CCCn2nncc2CO[C@H]1CN(C)C(=O)c1cc(-c2ccccc2)on1
0.8	C[C@@H]1CN([C@H](C)CO)C(=O)c2cc(C#CC3CCCCC3)cnc2O[C@H]1CN(C)Cc1cccnc1
1.5	COc1cccc(-c2n[nH]nc2C2=CC(=O)C[C@H](c3ccc(F)cc3)C2)c1
-0.4	Cn1c(=O)c2cc(NC(=O)Cc3cccc4ccccc34)ccc2n1-c1ccccc1
0.9	COc1ccc(Cl)cc1N(CC(=O)NCc1ccccn1)S(=O)(=O)c1ccc(C)cc1
0.4	C[C@H](CO)N1C[C@H](C)[C@@H](CN(C)C(=O)Nc2ccc(C(C)(C)C)cc2)OCc2cnnn2CCCC1=O
-0.5	CC(C)CN1CCC1(C)C(=O)Nc1cc(-c2ccccc2)nn1C (stereo unspecified)
6.5	CC1(Oc2cccc(F)c2)CCN(Cc2ccc3ccccc3c2)C1 (stereo unspecified)
-0.1	COc1ccc(-n2c(SCC(=O)NCC3CCCO3)nc3ccccc3c2=O)cc1Cl (stereo unspecified)
-0.8	Cc1cccc(C)c1NC(=O)C(c1cc2ccccc2o1)N1CCC(c2ccccc2)CC1 (stereo unspecified)
-0.7	C[C@H](CO)N1C[C@H](C)[C@H](CN(C)C(=O)Nc2ccc(F)cc2)OCc2cnnn2CCCC1=O
0.8	CC(=O)Nc1ccc(-c2ccnc3c2CC(C(=O)NCCC(F)(F)F)O3)cc1 (stereo unspecified)
0.6	COCCCn1c(=O)/c(=C/c2ccccc2OC(C)C)s/c1=C(\C#N)C(=O)Nc1ccc(C(=O)O)cc1
-2.4	Cc1cccc(C)c1NC(=O)C1(C)CCC(=O)N1C1CC1 (stereo unspecified)
-2.0	CCCCCCCCN1C(=O)[C@H](CC(=O)NCC2CCCCC2)C[C@@]2(C(=O)OCC)CCC=C12
4.3	Cc1ccc(C(O)c2ncc(-c3cccc4ccccc34)[nH]2)cc1F (stereo unspecified)

4 of the compounds above, field by field:
CC(C)(C)c1ccc(S(=O)(=O)NC(=O)C2(C)CCN2C(=O)C2CC2)cc1 (stereo unspecified)
  MPTP inh: -0.3

Cc1cccc(C)c1NC(=O)C(c1cc2ccccc2o1)N1CCC(c2ccccc2)CC1 (stereo unspecified)
  MPTP inh: -0.8

COc1ccc(Cl)cc1N(CC(=O)NCc1ccccn1)S(=O)(=O)c1ccc(C)cc1
  MPTP inh: 0.9

CC1(Oc2cccc(F)c2)CCN(Cc2ccc3ccccc3c2)C1 (stereo unspecified)
  MPTP inh: 6.5

The listing picks up with the 5 entries that preceded the break.
MPTP inh	SMILES
0.8	CC(=O)Nc1ccc(-c2ccnc3c2CC(C(=O)NCCC(F)(F)F)O3)cc1 (stereo unspecified)
0.6	COCCCn1c(=O)/c(=C/c2ccccc2OC(C)C)s/c1=C(\C#N)C(=O)Nc1ccc(C(=O)O)cc1
-2.4	Cc1cccc(C)c1NC(=O)C1(C)CCC(=O)N1C1CC1 (stereo unspecified)
-2.0	CCCCCCCCN1C(=O)[C@H](CC(=O)NCC2CCCCC2)C[C@@]2(C(=O)OCC)CCC=C12
4.3	Cc1ccc(C(O)c2ncc(-c3cccc4ccccc34)[nH]2)cc1F (stereo unspecified)
-1.2	COc1ccccc1C(=O)N/C(=C/c1ccc(Br)cc1)C(=O)N1CCOCC1
-0.9	O=C(/C=C/[C@H]1O[C@@H](n2cnc3c(NC(=O)c4ccccc4)ncnc32)[C@H](O)[C@@H]1O)NCc1ccc2c(c1)OCO2
-0.7	CCCC(=O)Nc1cc(OC)c(NC(=S)Nc2cccc(C)c2)cc1OC
-0.6	COc1cc2c(cc1OC)C(O)=CC(=O)C2=O
0.3	Cn1c(=O)c2c(-c3ccccc3)n(-c3ccccc3S)cc2n(C)c1=O
-0.2	CCOC(=O)N1CCN(C(=O)C[C@@H]2C[C@@]3(C(=O)OC)CC(C)(C)CC=C3N(Cc3ccc4c(c3)OCO4)C2=O)CC1
-0.6	CC1=C(C(=O)N2CCCCCC2)CC(CC(=O)NCCc2ccccn2)C(=O)N1Cc1ccc(C(C)(C)C)cc1 (stereo unspecified)
59*	COc1ccc(NC(=O)C2Cc3c(-c4ccccc4)ccnc3O2)cc1OC (stereo unspecified)
-0.3	COC(=O)C1(C(=O)OC)c2cc3c(cc2CN(S(=O)(=O)c2ccc(C)cc2)C1CC(C)=O)OCO3 (stereo unspecified)
-0.4	COc1ccc(NC(=O)C2Cc3c(-c4cccc(C(N)=O)c4)ccnc3O2)cc1 (stereo unspecified)
0.5	COc1ccc(NC(=O)C(c2cccc3ccccc23)n2c(=O)c(-c3ccco3)nc3ccccc32)cc1 (stereo unspecified)
2.3	COc1ccccc1-c1cc2c(c3c1ccn3C)C1CCC2C1 (stereo unspecified)
0.5	COc1ccc(CNC(=O)c2ccc(-n3ccnc3)c3ccoc23)cc1OC
-0.1	OCc1ccc(-c2cccc3nccn23)cc1
0.2	CC(C)C[C@H]1CN([C@@H](Cc2ccc(O)cc2)CN2CCC[C@@H]2CN2C(=S)NC[C@@H]2Cc2ccccc2)C(=S)N1CC1CCCCCC1
0.6	O=C(COC(=O)COc1ccc(Cl)cc1)Nc1cccnc1Cl
0.4	CC(C)Nc1ncnc2c1ncn2[C@H]1CN(CCN2CCOCC2)C[C@@H](CO)O1
-1.8	O=C(Cn1cc(COc2ccc(-n3cccc3)cc2)nn1)NS(=O)(=O)c1ccccc1C(F)(F)F
-0.5	CC(C)CC1C(=O)N(Cc2cn(CCC3OCCCO3)nn2)CCS(=O)(=O)N1Cc1ccc(-c2ccc(F)cc2)cc1 (stereo unspecified)
0.2	COc1ccc(NC(=O)C2(C)Cc3c(-c4ccc(N(C)C)cc4)ccnc3O2)cc1 (stereo unspecified)
-0.1	COCCNC(=O)C1CCCN(C(=O)Cc2cccc3ccccc23)CC1 (stereo unspecified)
3.0	COc1ccc(CC(N)c2csc(NC(=O)c3ccccc3)n2)cc1 (stereo unspecified)
1.5	CC1(C(=O)NS(=O)(=O)c2cccc(F)c2)CCN1C(=O)c1cccc(F)c1 (stereo unspecified)
-0.4	O=C(/C=C/[C@H]1O[C@@H](n2ccc(=O)[nH]c2=O)[C@H](O)[C@@H]1O)N1CCN(CCc2ccccc2)CC1
0.4	CC(C)(C)NC(=O)C(c1ccccc1F)n1c(=O)c(-c2ccccc2)nc2ccccc21 (stereo unspecified)
-0.9	Cn1c(SCC(=O)N2CCCC2)nc2c(c1=O)SCC2
-1.8	CNc1cncc(-c2ccc(C)cc2)n1
-2.1	COc1ccc(C(C)=O)cc1Cn1c(C)c(C(=O)NCc2ccc(C(F)(F)F)cc2)sc1=O
-0.6	CCOC(=O)C1(COCc2ccccc2)CCCCC1=O (stereo unspecified)
-0.9	CN1CCN(C2CN(CCc3ccccc3)S(=O)(=O)C2)CC1 (stereo unspecified)

Copied from the list.
`CC1=C(C(=O)N2CCCCCC2)CC(CC(=O)NCCc2ccccn2)C(=O)N1Cc1ccc(C(C)(C)C)cc1` (stereo unspecified) in MPTP inh is entered as -0.6
`CC(C)Nc1ncnc2c1ncn2[C@H]1CN(CCN2CCOCC2)C[C@@H](CO)O1` in MPTP inh is entered as 0.4
`COc1ccc(NC(=O)C2(C)Cc3c(-c4ccc(N(C)C)cc4)ccnc3O2)cc1` (stereo unspecified) in MPTP inh is entered as 0.2

(continued)
MPTP inh	SMILES
-0.7	OC[C@@H]1CN(C2CCCC2)C[C@H](n2cnc3c(N4CCCC4)ncnc32)O1
-0.6	O=C(NCc1ccccc1)c1cc(C2CCCN(S(=O)(=O)c3cccc4cccnc34)C2)on1 (stereo unspecified)
0.2	Cc1ccc(Cn2c(C)c(C(=O)NCc3cccc(C(F)(F)F)c3)sc2=O)cc1
0.9	CCN(CC)C(=O)C1=C(C)N(Cc2ccccc2)C(=O)C(CC(=O)NCCCN(C)C)C1 (stereo unspecified)
1.3	CC1(Cc2ccc(F)cc2)C(=O)Nc2c(Cl)ccc(Cl)c21 (stereo unspecified)
0.2	O=C(Nc1ccc(F)cc1)Nc1nnc([C@@H]2C[C@H](O)[C@@H](CO)O2)s1
-1.0	C#CCn1c2ccccc2c(=O)n1C(C)C
-1.7	Cc1cnc(CNC(=O)c2csc([C@H]3C[C@H](O)[C@@H](CO)O3)n2)cn1
-1.2	C[C@@H]1O[C@H](C2CCCCC2)Cc2[nH][nH]c(=O)c21
3.8	CCCCc1c(-c2ccccc2OC)ncn1Cc1ccc(Cl)cc1
0.8	COC(=O)c1ccc(CNC(=O)C(Cc2ccccc2)NC(=O)c2ccccc2)cc1 (stereo unspecified)
0.3	Cc1ccccc1NC(=O)C1C(=O)Nc2ccccc2C(=O)N1Cc1ccccc1 (stereo unspecified)
-1.4	CCOc1ccccc1C(=O)Nc1nnc(SCC(=O)N2CCCC2)s1
-0.4	CCOC(=O)[C@]12CCC=C1N(Cc1ccco1)C(=O)[C@H](CC(=O)NCc1ccccc1)C2
0.0	CCN(CC(=O)Nc1cc(Cl)ccc1C)C(=O)C1CCN(c2ncnc3sc(C)c(C)c23)CC1
-1.2	Cc1cccc(CCNC(=O)C2CC(O)CN2C(=O)Nc2ccccc2)c1 (stereo unspecified)
-1.1	CCC1=NN(C(=O)c2ccccc2[N+](=O)[O-])C(O)(c2ccccc2)C1 (stereo unspecified)
-0.4	CCCCC(=O)N(C)c1c(CC)nc2c(OCCOc3ccccc3)cccn12
-0.4	O=C1CCCCC(=O)[C@H](OC(=O)c2ccccc2)C[C@H](c2ccccc2)O1
-0.4	CCOc1ccccc1C=C1CCc2ccccc2C1=O
-0.8	CC1(C(=O)NS(=O)(=O)c2ccccc2Cl)CCN1C(=O)Cc1ccccc1Cl (stereo unspecified)
-0.2	CCN(CC)C(=O)C1=C(C)N(Cc2ccc(OC)cc2)C(=O)C(CC(=O)NCc2cccs2)C1 (stereo unspecified)
-0.7	C[C@@H]1CC2=C(C(=O)OC(C)(C)O2)[C@@H](C2CC2)O1
-0.2	O=c1c2ccccc2nnn1CCc1ccccc1
-0.5	C[C@@H]1CN([C@H](C)CO)C(=O)c2cc(Br)cnc2O[C@@H]1CN(C)Cc1cncnc1
0.5	CCCNC(=O)C1(C)CCCN(C(=O)Cc2ccc3ccccc3c2)C1 (stereo unspecified)
-1.7	COc1ccc(-n2nc3ccc(N)cc3n2)cc1
1.0	CCc1nc2c(OCCC3CCCCC3)cccn2c1N(C)C(=O)C1CC1
1.1	CC(C)C(N)c1csc(Nc2ccc(C(=O)N(C)Cc3ccccc3)cn2)n1 (stereo unspecified)
-1.3	Cc1nc(N/N=C/c2cccnc2)cc(N2CCOCC2)n1
-3.5	CCNC(=O)C1(C)CCCN(C(=O)c2ccccc2Br)C1 (stereo unspecified)
-1.5	CC(=O)c1cccc(NC(=O)C2Cc3c(-c4ccco4)ccnc3O2)c1 (stereo unspecified)
-1.3	O=C(c1ccc(=O)[nH]c1)N(c1ccccc1)C(CCc1ccccc1)c1nc2ccccc2[nH]1 (stereo unspecified)
-0.2	COc1cc2c(cc1OC)C(CNC(=O)C=Cc1ccccc1)C2 (stereo unspecified)
-1.2	CCOc1ccc(CCN2C(=O)C(=O)N([C@@H](Cc3ccccc3)CN3CCC[C@@H]3CN3C(=O)C(=O)NC[C@@H]3Cc3ccc(O)cc3)C[C@@H]2Cc2ccccc2)cc1
-0.3	OCc1cccc(-c2csc(C(O)c3ccco3)n2)c1 (stereo unspecified)
4.7	CCOC1=C2[C@@H](CN(S(=O)(=O)c3ccccc3C)[C@H]2c2ccc(Cl)cc2)[C@H]2C(=O)N(C3CCCCC3)C(=O)[C@H]2C1
-0.6	Cc1ccc(CN2C(=O)C(CC(C)C)Nc3ncnc(N4CCCCC4)c32)cc1 (stereo unspecified)
-0.4	CCNC(=O)C1(C)CCN(C(=O)c2cccc(OC(F)(F)F)c2)C1 (stereo unspecified)
-1.4	CCOC(=O)C1CCN(C(=O)CCn2c(=O)oc3ccccc32)CC1
1.0	Cc1cn([C@H]2C[C@H](O)[C@@H](/C=C/C(=O)NCc3cccc4ccccc34)O2)c(=O)[nH]c1=O
0.6	CCNC(=O)C1(C)CCN(C(=O)c2ccc3ccccc3c2)C1 (stereo unspecified)
1.0	Cc1ccc2c(c1)C1(SC(C)C(=O)N1c1ccc(Cl)cc1)C(=O)N2 (stereo unspecified)
0.3	COc1cc(NC(=O)c2ccc(-c3cn[nH]c3)c3ccoc23)cc(OC)c1OC
-0.3	COc1cccc(S(=O)(=O)N(C)C[C@H]2OCc3cnnn3CCCC(=O)N([C@@H](C)CO)C[C@H]2C)c1
-0.3	Cc1noc(C)c1C(=O)N1CCCC(C)(C(=O)NS(=O)(=O)C2CC2)C1 (stereo unspecified)
-0.7	CC(C)CC(NC(=O)OCc1ccccc1)C(=O)NC(Cc1c[nH]c2ccccc12)C(=O)O (stereo unspecified)
